4MU fluor: compound fluoresces in the 4-MU spectral region | compound autofluorescence, 340/450 nm, 4-MU equivalents; hits give high values | max dye-equivalent concentration, M | 11% of 59,000 active; in the data active = max dye-equivalent concentration above about 10 nM; inconclusive = mostly about 1.1 nM to 9.6 nM
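Compounds in 100 mM Tris, pH 8.0, incubated 15 min at room temperature, then fluorescence read at 340 nm excitation/450 nm emission. Signal converted to 4-MU dye-equivalent concentration using an on-plate six-point 4-MU standard curve.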
Fluorescein fluor: fluorescein region autofluorescence | Compound autofluorescence, 480/540 nm, fluorescein-equivalent; hits give high values | max fluorescein-equivalent concentration, M | 0.91% of 59,000 active; in the data active = max fluorescein-equivalent concentration above about 10 nM; inconclusive = between about 1.1 nM and that limit
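Each compound is tested across a concentration series in 100 mM Tris buffer at pH 8.0. After 15 min at room temperature, plates are imaged with 480 nm excitation and 540 nm emission filters, and intensities are converted to fluorescein-equivalent values.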
HEK293 cAMP ctrl: parental HEK293 cAMP activation (counter-screen); parental HEK293 CNG cAMP sensor, membrane potential fluorescence; Potency, µM (titrated, usually from 57.1 µM), inactives show at the top dose activation, usual class: activators; 2.5% of 73,000 active; AID 938; note: potency is the fitted concentration of half-maximal effect; % of control where 0% means no effect; nearly all actives have a fitted effect of over 55% in size
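Parental HEK 293 cells stably expressing a cAMP-gated CNG channel were loaded with membrane potential dye containing 100 uM RO 20-1724 for 60 min. Compound added for 30 min; depolarization read as fluorescence intensity at 590 nm.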
Casp1 inh: blocks human caspase-1 allosterically or competitively. Potency, µM (series often up to 57.5 µM), for the others: at the highest dose activity change, negative = inhibition, usual class: inhibitors. Caspase-1 enzyme, Ac-WEHD-AFC fluorogenic rate. P29466. 0.03% of 75,000 active;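 note: potency is the fitted concentration of half-maximal effect; plate controls were vehicle for no effect and no substrate for full effect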
Target sequence (P29466 120-297 limits assumed): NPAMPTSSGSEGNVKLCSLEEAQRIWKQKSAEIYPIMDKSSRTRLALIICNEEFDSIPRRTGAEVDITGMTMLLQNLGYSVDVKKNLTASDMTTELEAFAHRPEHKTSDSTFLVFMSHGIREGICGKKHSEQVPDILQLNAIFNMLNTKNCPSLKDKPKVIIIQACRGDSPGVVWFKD
Target sequence (P29466 317-404 limits assumed): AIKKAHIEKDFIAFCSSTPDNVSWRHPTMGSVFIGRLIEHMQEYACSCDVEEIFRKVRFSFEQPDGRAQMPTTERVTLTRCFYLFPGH
ERK AVP inh: vasopressin-driven ERK pathway inhibition; HEK293-V1b, vasopressin-stimulated pERK AlphaScreen; Potency, µM (doses to about 57.5 µM), inactives show at the highest dose activity, negative = inhibition, usual class: inhibitors; 0.99% of 72,000 active; AID 995; note: potency is the fitted concentration of half-maximal effect; % is set by controls: 0 for no effect and ±100 for the full control effect; nearly all actives have a fitted effect of over 55% in size
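V1b-HEK293 cells; cpd 30 min 37C; 25 nM vasopressin 5 min; lyse 10 min; AlphaScreen beads 5 hr RT. Normalized to DMSO basal and 25 nM vasopressin; AC50 by Hill fit.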
Tau filament bind: binds recombinant human tau filaments | recombinant tau filaments, thioflavin S fluorescence, 15 h; filaments grown with octadecylsulfate alongside compound | Potency, µM (top dose mostly 57.1 µM), for the others: at the top dose activity change, negative = inhibition | 2% of 71,000 active;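 note: potency is the fitted concentration of half-maximal effect; % is set by controls: 0 for no effect and ±100 for the full control effect; actives lower thioflavin S fluorescence by blocking filaments or displacing dye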
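Recombinant tau protein (human, 1 uM final) plus 30 uM ODS in HEPES pH 7.4 with NaCl, DTT and thioflavine S. Compound present from the start; fluorescence at 510 nm after 15 h, 37 C.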
Texas Red fluor: compound fluoresces in the Texas Red spectral region; Compound fluorescence, Texas Red channel, 547/618 nm; hits give high values; max dye-equivalent concentration, M; 0.06% of 59,000 active; in the data active = max dye-equivalent concentration above about 10 nM; inconclusive = between about 1.1 nM and that limit
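Compound titrations in 100 mM Tris pH 8.0 were incubated 15 min at room temperature and read at 547 nm excitation / 618 nm emission. Texas Red six-point standard curve on each plate converted fluorescence to dye-equivalent concentration.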
A350 autofl: compound fluoresces in the Alexa 350 spectral region. Compound autofluorescence, 340/450 nm, Alexa 350 dye-equivalents; hits give high values. max dye-equivalent concentration, M. 11% of 59,000 active. AID 590; in the data active = max dye-equivalent concentration above about 10 nM; inconclusive = mostly about 1.1 nM to 9.6 nM
Caspase-7 inhib: caspase-7 (human) inhibition, allosteric or competitive | recombinant caspase-7, Ac-DEVD-AFC fluorescence rate | Potency, µM (top dose mostly 57.5 µM), for inactives: top-dose activity change, negative = inhibition, actives largely listed as inhibitors | 0.02% of 75,000 active | AID 889; active = well fitted inhibition curve with a large enough effect in the main read-out, with a control signal flat, not every such curve was filed as active; inconclusive = small, poorly fitted or top-dose-only effect, or a change in a side signal; note: potency is the fitted concentration of half-maximal effect; % of control where 0% means no effect
Rhodamine autofl: compound fluoresces in the rhodamine spectral region; 0.05% of 59,000 active; max dye-equivalent concentration, M; Rhodamine-region fluorescence, 547/598 nm, Tris buffer; hits give high values; in the data active = max dye-equivalent concentration above about 11 nM; inconclusive = between about 1.1 nM and that limit
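Intrinsic compound fluorescence, ex 547 / em 598 nm, CCD imager. Tris 100 mM pH 8.0; 15 min RT. Output = rhodamine dye-equivalent concentration at each compound concentration.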
Luciferase inh: blocks Photinus pyralis firefly luciferase activity; Potency, µM (series often up to 57.1 µM), for the others: at the highest dose activity change, negative = inhibition, actives largely listed as inhibitors; P08659; purified firefly luciferase, luminescence, 8 min; AID 411; 2.2% of 72,000 active; note: potency is the fitted concentration of half-maximal effect; % is set by controls: 0 for no effect and ±100 for the full control effect; nearly all actives have a fitted effect of over 40% in size
Target sequence (P08659 whole entry, looked up): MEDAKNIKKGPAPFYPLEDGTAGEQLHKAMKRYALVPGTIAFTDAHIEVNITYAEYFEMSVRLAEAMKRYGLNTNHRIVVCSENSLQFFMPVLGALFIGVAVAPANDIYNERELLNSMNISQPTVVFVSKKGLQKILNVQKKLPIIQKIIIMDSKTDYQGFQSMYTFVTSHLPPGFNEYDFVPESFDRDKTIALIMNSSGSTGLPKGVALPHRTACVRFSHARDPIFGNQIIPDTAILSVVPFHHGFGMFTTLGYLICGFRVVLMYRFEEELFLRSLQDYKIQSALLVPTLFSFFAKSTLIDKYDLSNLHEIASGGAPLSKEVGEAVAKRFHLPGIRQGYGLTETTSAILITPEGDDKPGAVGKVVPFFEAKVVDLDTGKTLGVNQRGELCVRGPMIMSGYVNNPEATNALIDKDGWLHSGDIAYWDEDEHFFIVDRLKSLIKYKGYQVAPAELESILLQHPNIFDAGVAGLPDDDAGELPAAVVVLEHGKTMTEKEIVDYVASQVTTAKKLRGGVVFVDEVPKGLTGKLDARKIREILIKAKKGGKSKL
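Substrate buffer containing 10 uM ATP (pH 7.2 imidazole, Mg2+, KCl, detergent, BSA) is dispensed, compound pinned in, then luciferase/luciferin detector mix added. After 8 min at ambient temperature, light output is measured.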
Numbers without * were called inactive; i = inactive; ? = inconclusive; / = not tested or not shown; & = joins results of further samples; [ ] = dose if it differs, or a comment. Unless noted, calls come from the whole dose curve; as a rule, active = well fitted curve in the direction sought with a large enough effect; inconclusive = small, poorly fitted or top-dose-only effect, or another doubt; inactive = no such curve, though single readings can be large; an effect the other way counts as inactive or inconclusive.

Short keys – A = 4MU fluor; B = Fluorescein fluor; C = HEK293 cAMP ctrl; D = Casp1 inh; E = ERK AVP inh; F = Tau filament bind; G = Texas Red fluor; H = A350 autofl; I = Caspase-7 inhib; J = Rhodamine autofl; K = Luciferase inh
O=C(c1ccco1)N1CCN(S(=O)(=O)c2cccs2)CC1
  A: i | B: i | C: 5% | D: 0% | E: -7% | F: -6% | G: i | H: i | I: -1% | J: i | K: 6%
CCOCCc1nnc(NC(=O)Cc2ccccc2)s1
  A: i | B: ? | C: 3% | D: -1% | E: 0% | F: 5% | G: i | H: i | I: -2% | J: i | K: 0%
Cc1ccc(OCC(=O)Nc2ccc(-c3nnc(-c4ccco4)o3)cc2)cc1
  A: i | B: i | C: 21% | D: -3% | E: -15% | F: 77% | G: i | H: i | I: -2% | J: i | K: 1%
Fc1ccc(-c2nnc3ccc(N4CCc5ccccc5C4)nn23)cc1
  A: / | B: / | C: -3% | D: -3% | E: -19% | F: 170% | G: / | H: / | I: -12% | J: / | K: 0%
O=C(CSc1nnc(CNC(=O)c2cccs2)o1)NC1CCCCC1
  A: i | B: i | C: -1% | D: 2% | E: -24% | F: 14% | G: i | H: i | I: 0% | J: i | K: 4%
O=C(Nc1ccc(OC(=O)c2ccncc2)cc1)c1ccncc1
  A: i | B: ? | C: 11% | D: 3% | E: -8% | F: -8% | G: i | H: i | I: -2% | J: i | K: 1%
CCn1c(C(C)NC(C)=O)nc2ccccc21 (stereo not given)
  A: / | B: / | C: 5% | D: -4% | E: / | F: -11% | G: / | H: / | I: 1% | J: / | K: 4%
O=C(C1CC(=O)N(C2CCCC2)C1)N1CCC(Cc2ccccc2)CC1 (stereo not given)
  A: i | B: i | C: 9% | D: 3% | E: 9% | F: 0% | G: ? | H: i | I: -2% | J: i | K: 0%
C=CCNC(=O)C1CC=CCC1C(=O)O (stereo not given)
  A: / | B: / | C: -1% | D: -1% | E: 8% | F: 0% | G: / | H: / | I: 0% | J: / | K: 1%
COc1cc(NC(=O)c2ccc(Br)o2)ccc1NC(=O)C(C)C
  A: i | B: ? | C: -54%[inhibitor] | D: 1% | E: -16% | F: -4% | G: i | H: i | I: 0% | J: i | K: -5%
COc1ccc(Cn2nnc3c(=O)[nH]c(C(=O)NCCc4ccc(F)cc4)nc32)cc1OC
  A: / | B: / | C: 6% | D: -3% | E: -8% | F: 1% | G: / | H: / | I: -2% | J: / | K: 2%
CC(=O)Cc1nsc(NC(=O)C2Cc3ccccc3C(=O)O2)n1 (stereo not given)
  A: / | B: / | C: ? | D: -2% | E: 2% | F: -10% | G: / | H: / | I: 0% | J: / | K: -1%
Cc1ccc(-n2c(Cc3cccn3C)nnc2SCC(=O)NC2CCCCC2)cc1
  A: i | B: i | C: 10% | D: -1% | E: 15% | F: 2% | G: i | H: i | I: 0% | J: i | K: 0%
O=C(O)C1C2C=CC(C2)C1C(=O)NCc1ccoc1 (stereo not given)
  A: i | B: i | C: ? | D: 0% | E: 16% | F: 5% | G: i | H: i | I: 1% | J: i | K: 0%
CS(=O)(=O)N1CCC(C(=O)Nc2ccc(OCc3ccccc3)cc2)CC1
  A: i | B: i | C: -4% | D: -1% | E: -4% | F: 150% | G: ? | H: i | I: 1% | J: i | K: 1%

Part of the list above in order of heavy-atom count, highest first:
Short keys – A = 4MU fluor; B = Fluorescein fluor; C = HEK293 cAMP ctrl; D = Casp1 inh; E = ERK AVP inh; F = Tau filament bind; G = Texas Red fluor; H = A350 autofl; I = Caspase-7 inhib; J = Rhodamine autofl; K = Luciferase inh
Cc1ccc(OCC(=O)Nc2ccc(-c3nnc(-c4ccco4)o3)cc2)cc1
  A: i | B: i | C: 21% | D: -3% | E: -15% | F: 77% | G: i | H: i | I: -2% | J: i | K: 1%
CS(=O)(=O)N1CCC(C(=O)Nc2ccc(OCc3ccccc3)cc2)CC1
  A: i | B: i | C: -4% | D: -1% | E: -4% | F: 150% | G: ? | H: i | I: 1% | J: i | K: 1%
O=C(CSc1nnc(CNC(=O)c2cccs2)o1)NC1CCCCC1
  A: i | B: i | C: -1% | D: 2% | E: -24% | F: 14% | G: i | H: i | I: 0% | J: i | K: 4%

Next part.
Short keys – A = 4MU fluor; B = Fluorescein fluor; C = HEK293 cAMP ctrl; D = Casp1 inh; E = ERK AVP inh; F = Tau filament bind; G = Texas Red fluor; H = A350 autofl; I = Caspase-7 inhib; J = Rhodamine autofl; K = Luciferase inh
O=C(COCc1nc2ccccc2c(=O)[nH]1)NC1CCCC1
  A: i | B: i | C: ? | D: -1% | E: 0% | F: -12% | G: i | H: i | I: 1% | J: i | K: 4%
Cn1c(=O)c2c(nc(Br)n2CCCc2ccccc2)n(C)c1=O
  A: i | B: i | C: 29% | D: -2% | E: -22% | F: -5% | G: i | H: i | I: -2% | J: i | K: 2%
Cc1nnc(SCC(=O)c2cc(C)n(-c3ccc4c(c3)OCO4)c2C)s1
  A: i | B: i | C: 16µM* | D: 2% | E: 5% | F: -12% | G: ? | H: i | I: -4% | J: i | K: -9%
Cc1c(C(=O)NCCCN2CCOCC2)sc2nc(-c3ccccc3)cn12
  A: / | B: / | C: 10% | D: 1% | E: / | F: 115% | G: / | H: / | I: -1% | J: / | K: -3%
O=C(NC1CCCC1)C1CCCN1C(=O)Nc1ccc(Cl)cc1 (stereo not given)
  A: i | B: i | C: 2% | D: 0% | E: -15% | F: 0% | G: i | H: i | I: 1% | J: i | K: 1%
C[N+]1(C)CCO[C@](O)(c2ccccc2)C1
  A: i | B: i | C: -4%[11.4 µM] | D: -2%[11.5 µM] | E: 15%[11.5 µM] | F: 6%[11.4 µM] | G: i | H: i | I: 0%[11.5 µM] | J: i | K: 3%[11.4 µM]
CC(=O)N(C(C)=O)c1c(C#N)c(C)n(-c2ccccc2)c1C(=O)c1ccccc1
  A: i | B: i | C: 11% | D: 0% | E: -2% | F: 11% | G: i | H: ? | I: -1% | J: i | K: 1%
CCOC(=O)CCC(NC(=O)c1ccc(NCN2C(=O)c3ccccc3C2=O)cc1)C(=O)OCC (stereo not given)
  A: / | B: / | C: 0.79µM* | D: -1% | E: 20% | F: -10% | G: / | H: / | I: 1% | J: / | K: 1%
Cc1oc(C(=O)O)cc1COc1ccccc1Cl
  A: i | B: i | C: 7% | D: -1% | E: -19% | F: -2% | G: i | H: i | I: 1% | J: i | K: 1%
CCCCCOC(=O)C1[C@H]2C(=O)N(Cc3cccs3)C[C@]23C=C[C@H]1O3 (stereo not given in full)
  A: ? | B: i | C: 1% | D: -3% | E: -9% | F: 6% | G: i | H: ? | I: -1% | J: i | K: 2%
NS(=O)(=O)c1ccc(NC(=O)CSC2CCCCC2)cc1
  A: i | B: ? | C: -11% | D: -2% | E: ? | F: -10% | G: i | H: i | I: 0% | J: i | K: 0%
C=CCN1C(=O)NC2(CCCCC2)C1=O
  A: / | B: / | C: -1% | D: 0% | E: 0% | F: -14% | G: / | H: / | I: 0% | J: / | K: 3%
COc1ccc(N2C(=O)CN=C2Nc2nc(C)cc(C)n2)cc1
  A: i | B: i | C: / | D: / | E: / | F: / | G: i | H: i | I: / | J: i | K: 1%[25.5 µM]
O=C(NCCc1ccc(Cl)cc1)c1ncn[nH]1
  A: i | B: ? | C: 17% | D: 1% | E: -9% | F: -2% | G: i | H: i | I: -4% | J: i | K: 1%
O=S1(=O)CC(N2CCCCC2)C(N2CCCCC2)C1 (stereo not given)
  A: i | B: ? | C: 4% | D: -2% | E: -7% | F: -4% | G: i | H: i | I: 1% | J: i | K: 2%
COc1ccc(-c2csc3nc(C)n(-n4cccc4)c(=O)c23)cc1
  A: i | B: ? | C: ? | D: -1% | E: -29% | F: -5% | G: i | H: i | I: 0% | J: i | K: -2%
Cc1ccc2cc(CN(CCN3CCOCC3)C(=O)NCc3ccccc3)c(=O)[nH]c2c1C
  A: i | B: i | C: 26% | D: 1% | E: 11% | F: 11% | G: i | H: ? | I: 4% | J: i | K: 2%
CO[C@@H]1COC(=O)[C@H](CCSC)NC(=O)C/C=C\[C@@H](C)COC(=O)[C@@H]2CCCN2C(=O)C/C=C\[C@H]1C
  A: / | B: / | C: -2%[11.4 µM] | D: -7%[11.5 µM] | E: 17%[11.5 µM] | F: / | G: / | H: / | I: -1%[11.5 µM] | J: / | K: 3%[11.4 µM]
C=CCn1c(Cc2csc(N)n2)nnc1SCc1ccc(C(=O)OC)cc1
  A: i | B: i | C: 5% | D: -1% | E: -27% | F: 7% | G: i | H: i | I: -3% | J: i | K: -3%
Cc1c(NC(=O)c2coc(=O)c(Br)c2)c(=O)n(-c2ccccc2)n1C
  A: 1.9e-07M* | B: ? | C: / | D: / | E: / | F: / | G: i | H: 2.2e-07M* | I: / | J: i | K: -1%[25.5 µM]
Cc1ccc(CS(=O)(=O)CCC(=O)NCCCOC(C)C)cc1
  A: i | B: ? | C: 0% | D: 1% | E: 19% | F: 9% | G: i | H: i | I: 1% | J: i | K: 0%
O=C(O)c1cc(=O)c2c(OCC(O)COc3cccc4oc(C(=O)O)cc(=O)c34)cccc2o1
  A: i | B: i | C: 0%[25.6 µM] | D: 2% | E: 17% | F: 3%[25.6 µM] | G: ? | H: ? | I: 0% | J: i | K: 0%&-3%[25.5 µM]
COc1ccc(NS(=O)(=O)c2cc(C)ccc2OC)cc1OC
  A: i | B: i | C: -5% | D: 1% | E: -18% | F: -3% | G: i | H: i | I: 1% | J: i | K: 0%

Assay outcomes deposited in PubChem BioAssay by National Center for Advancing Translational Sciences (NCATS).

An excerpt; count on the stated rates, not on these rows.
